Screens as filed in PubChem.
Peg3 prom inh – Peg3 promoter activity inhibition | HeLa PEG-Prom luciferase reporter, luminescence, overnight | inhibition, % at 20 µM | actives 1.7% (n = 360,000);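 active = inhibition of at least 50% at 20 µM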
iPSC survival up – hiPSC single-cell survival enhancement; ATPlite luminescence; 100% = ROCK inhibitor wells, 0% = DMSO; survival enhancement, % at 20 µM; actives 0.044% (n = 360,000); AID 602274; in the data active = survival enhancement above about 18%;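 note: cells exposed to compounds for 16 hours before the ATP read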
NR2E3 ag-1 – NR2E3 (human) agonism; Q9Y5X4; GST-NR2E3/biotin-RetCOR TR-FRET, 1536-well; inhibition of corepressor binding, % at 4.78 µM; actives 0.12% (n = 320,000); AID 2300;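 active = percent inhibition above the cutoff of mean plus 3 SD of all tested compounds, set per screening campaign, cut at about 20% in these data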;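 note: 0% = DMSO wells and 100% = biotin wells as full block of FRET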
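Assay system: NR2E3–RetCOR corepressor complex. Quantity: 1.35 nM GST-NR2E3. Buffer or medium: pH 7.5 Tris-based buffer. Reagent: biotinylated RetCOR corepressor at 7 nM final. Schedule: 5 h at 4 °C. Detection: TR-FRET, emission read at 617 and 671 nm. Replicates: one well per compound, singlicate testing.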
HIF-2a block – blocks HIF-2a reporter activity; 786-0 RCC cells HIF-2a reporter, luciferase luminescence, overnight; inhibition, % at 18.8 µM; actives 0.72% (n = 360,000);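 active = inhibition of the luminescence signal of 40% or more relative to plate controls, in a single-dose primary screen at 18.75 µM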
NR2E3 ag-2 – agonists of human NR2E3 nuclear receptor. CHO-S Gal4-NCOR/VP16-NR2E3 two-hybrid, luciferase. Q9Y5X4. AID 602229. actives 0.35% (n = 360,000). inhibition of corepressor binding, % at 3.98 µM;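 active = inhibition above the mean of all tested compounds plus 3 SD, cut at about 70% in these data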;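 note: 0% = DMSO with NR2E3 transfected cells and 100% = cells lacking NR2E3 construct; higher means lower luciferase signal from less NR2E3 corepressor binding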
Shn3 inh set2 – inhibitors of Schnurri-3 3'UTR reporter in osteoblasts. Clone20 osteoblast Shn3 3'UTR firefly luciferase, 24 h. inhibition, % at 12.5 µM. actives 0.52% (n = 360,000);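 active = mean inhibition of at least 75% with every replicate also reaching 75%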;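 note: 0% = median of neutral control wells and 100% = pilot-screen positive control compound; some compounds past the cut are filed as inactive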
KKLEB cytotox – CF airway cell cytotoxicity counter-screen; KKLEB CF airway cells viability, ATPlite luminescence, overnight; stronger effect = lower value; cells stimulated with P. aeruginosa culture filtrate; activity change (cytotoxicity), % at 5 µM; actives 0.36% (n = 360,000);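 active = corrected activity change at or below -50% at 5 µM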
aDG glyco up – increases alpha dystroglycan glycosylation; Pro5-aDG cells, alpha-DG glycosylation AlphaScreen (IIH6); 0% Pro5, 100% B10-LARGE cell signal; activation, % at 10 µM; actives 0.22% (n = 360,000); AID 624168;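 active = activation of at least 8% versus controls, or a plate z-score of at least 8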;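 note: Pro5 are CHO cells carrying HIG-tagged alpha-DG that lacks glycosylation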
TWEAK-Fn14 inh – TWEAK-Fn14 signaling inhibition; TWEAK-stimulated Fn14 reporter cells, luciferase luminescence, 8 h; inhibition, % at 10 µM; actives 2% (n = 360,000); AID 1159606; in the data active = inhibition above about 50%
CF NFkB block – inhibitors of cystic fibrosis induced NF-kB; KKLEB NF-kB-GFP reporter, PAF-induced, GFP fluorescence overnight; inhibition, % at 5 µM; actives 0.86% (n = 360,000); AID 588850;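 active = at least 50% inhibition at 5 µM, scaled per plate between neutral and stimulator controls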;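 note: PAF is a Pseudomonas aeruginosa culture filtrate used as stimulus; plate controls were PAF-stimulated DMSO wells for no effect and unstimulated DMSO wells for full effect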
TRPM1 prom inh – reduces MITF-dependent TRPM1 promoter luciferase signal; SK-MEL-5 TRPM1 promoter luciferase, 24 h; inhibition, % at 12.5 µM; actives 0.83% (n = 330,000);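 active = mean inhibition across replicates of 60% or more, whatever share of single replicates reaches that level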; note: values of inactives mirror those of a sister screen read the other way
* hit, by the source's call; . = not tested or not shown.

SMILES	Peg3 prom inh	iPSC survival up	NR2E3 ag-1	HIF-2a block	NR2E3 ag-2	Shn3 inh set2	KKLEB cytotox	aDG glyco up	TWEAK-Fn14 inh	CF NFkB block	TRPM1 prom inh
Cn1nccc1C(=O)N1CCCC(N2CCN(c3cccc(C(F)(F)F)c3)CC2)C1 (stereo not drawn)	12	-0.4	4	10	-4	-5	10	0.3	5	-5	7
CCOc1ccc2[nH]c3nc(SCC(=O)NC4CCCC4)nnc3c2c1	16	-0.7	3	5	-18	-4	-12	0.0	9	-7	10
Cc1ccc(CNc2ncnc3ccc(-c4ccc(CO)o4)cc23)o1	28	-3.5	.	34	-22	26	-34	-0.1	0	53*	.
CCN(CC)C(=O)c1cccc(-c2csc(C(O)c3cccc(Cl)c3)n2)c1 (stereo not drawn)	30	-2.4	.	11	21	3	-3	0.2	61*	-6	.
CCOc1ccc(NC(=O)N2CCN(S(C)(=O)=O)CC2)cc1	0	1.6	6	1	15	-4	-9	0.0	9	12	4
CCOC(=O)C1(C(F)(F)F)N=C(c2ccccc2F)OC(N(C)C)=N1 (stereo not drawn)	2	-0.3	5	20	18	28	-8	0.1	17	4	6
CCCc1sc(N)nc1-c1ccc(Cl)cc1	-46	1.5	1	29	-14	20	9	0.1	5	-6	14
Cc1ccc(-c2ccc(SCC(=O)NC3CCCCC3)nn2)cc1	-101	-0.4	1	-122	-11	-19	-17	-0.1	-15	-45	-43
COc1ccc(C(=O)Nc2c(Cl)cc(Cl)cc2C(=O)NCc2ccco2)cc1	10	0.4	1	18	-22	6	-14	0.2	-12	-10	12
COc1ccccc1OCCNC(=O)c1cc(F)c(F)cc1Cl	-34	-1.7	1	-37	-23	-21	-1	0.0	-9	6	-15
O=C(CSc1n[nH]c(-c2ccncc2)n1)Nc1ccccc1	2	0.9	-5	8	-11	-16	16	0.0	13	-16	2
CC(C1CC2CCC1C2)n1c(-c2cccs2)n[nH]c1=S (stereo not drawn)	11	-0.6	0	22	-14	6	0	0.0	-24	17	1

Sorted by value in Peg3 prom inh (falling): three from the list above
smiles	Peg3 prom inh
CCN(CC)C(=O)c1cccc(-c2csc(C(O)c3cccc(Cl)c3)n2)c1 (stereo not drawn)	30
Cn1nccc1C(=O)N1CCCC(N2CCN(c3cccc(C(F)(F)F)c3)CC2)C1 (stereo not drawn)	12
COc1ccccc1OCCNC(=O)c1cc(F)c(F)cc1Cl	-34

The results go on:
SMILES	Peg3 prom inh	iPSC survival up	NR2E3 ag-1	HIF-2a block	NR2E3 ag-2	Shn3 inh set2	KKLEB cytotox	aDG glyco up	TWEAK-Fn14 inh	CF NFkB block	TRPM1 prom inh
Cc1ccc(S(=O)(=O)N2CCN(C(=O)c3ccccc3OCc3c(C)noc3C)CC2)cc1	15	-0.4	3	11	22	27	-1	0.0	-3	16	2
CCOC(=O)NC(N(O)c1cccc(Cl)c1)C(Cl)(Cl)Cl (stereo not drawn)	-10	-0.4	1	10	-28	-8	6	0.2	-13	0	.
Cc1cc2c(cc(C(=O)OC(C(=O)NCC3CCCO3)C(C)C)n2C)o1 (stereo not drawn)	0	13	4	14	11	13	4	0.6	7	8	16
O=[N+]([O-])c1ccc(Nc2c3ccccc3nc3ccccc23)cc1	31	1.0	.	8	3	-1	-27	0.1	8	-10	-11
CC(C)COC(=O)Nc1nnc(SCc2ccccc2F)s1	-17	1.1	3	-47	-15	-36	10	-0.3	-20	9	-16
COc1cccc2cc(C(=O)Nc3cccc(C)n3)c(=O)oc12	6	-2.9	-2	-218	-19	-25	-9	0.1	57*	-14	-8
CCCCn1c(=O)[nH]c2ccccc21	-7	-0.1	6	-5	-14	1	-4	-0.2	-2	4	-3
CCOC(=O)c1cc(C)sc1NC(=O)CCC(=O)O	20	5.5	1	3	-19	-22	10	-0.2	8	4	-7
O=C(NC1(Cc2ccc(O)cc2)CCCCC1)c1ccccc1	16	0.0	3	21	-3	4	5	0.1	23	-18	-11
COc1ccc(NC2CCCN(C(=O)c3ccc(OC)cc3OC)C2)cc1 (stereo not drawn)	-1	-0.2	3	-8	9	-7	10	0.2	9	4	1
Cc1cc2nc(C)n(CCCNC(=O)Nc3ccc(F)cc3)c2cc1C	13	-2.8	3	19	-10	14	-3	0.3	11	-5	-12
COc1cccc(N2CCN(c3ccc(S(=O)(=O)N4CCCC4)cc3)CC2)c1	-6	-2.0	.	0	-4	7	8	-0.3	-1	1	15

Single values from the list:
Reading for COc1ccc(NC2CCCN(C(=O)c3ccc(OC)cc3OC)C2)cc1 (stereo not drawn) in iPSC survival up: -0.2
Reading for CC(C1CC2CCC1C2)n1c(-c2cccs2)n[nH]c1=S (stereo not drawn) in HIF-2a block: 22
Reading for CCOC(=O)NC(N(O)c1cccc(Cl)c1)C(Cl)(Cl)Cl (stereo not drawn) in Shn3 inh set2: -8
Reading for CCOC(=O)c1cc(C)sc1NC(=O)CCC(=O)O in NR2E3 ag-2: -19

Continued:
SMILES	Peg3 prom inh	iPSC survival up	NR2E3 ag-1	HIF-2a block	NR2E3 ag-2	Shn3 inh set2	KKLEB cytotox	aDG glyco up	TWEAK-Fn14 inh	CF NFkB block	TRPM1 prom inh
Cn1cc(Br)c(C(=O)NNC(=O)c2ccccc2)n1	-8	0.0	-5	-18	1	-4	-7	0.1	10	-1	-4
CNc1cc(-c2ccc(OC)nc2)ncn1	-161	-0.1	.	-188	-80	-55	9	0.0	-8	7	.
Cc1ccccc1NC(=O)C(=O)NCCc1ccccc1	-1	1.8	2	-7	-8	-50	-4	0.1	-10	20	5
O=C(Nc1ccc(N2C(=O)c3cccc4cccc(c34)C2=O)cc1)c1ccc(N2CCCCC2)c([N+](=O)[O-])c1	2	2.8	-4	-4	18	6	3	0.3	-46	-10	2
O=C(/C=C/c1cccc([N+](=O)[O-])c1)NCCN1C(=O)S/C(=C\c2ccc(F)cc2)C1=O	-14	0.4	0	-4	14	-6	-33	-0.3	-21	24	5
Cc1cccc(NC(=O)CSc2nnc3ccc(-c4ccccn4)nn23)c1	8	-0.6	-2	5	13	-6	-4	0.3	3	10	0
CC1CN=C(NC(=O)c2cccc([N+](=O)[O-])c2)S1 (stereo not drawn)	-157	-0.2	0	-211	-187	3	-8	0.2	-22	8	-16
O=S(=O)(CCN1CCOCC1)c1ccc(Cl)cc1	5	1.8	0	-1	15	2	-3	0.0	2	-12	-5
O=C(OCc1cn([C@@H]2CN(CC3CCCCC3)[C@@H](c3ccccc3)C[C@H]2O)nn1)c1ccccc1	7	1.6	.	-15	-17	13	-3	0.0	24	4	.
CCOCCn1c(N2CCN(c3ccccc3)CC2)nc2c1c(=O)n(C)c(=O)n2C	16	4.7	-1	23	-4	-2	-1	0.3	-7	11	-12
COc1cccc(-c2cc(C(F)(F)F)nc(-n3ccc([N+](=O)[O-])n3)n2)c1	7	-0.8	6	-2	-12	.	-20	-0.1	-31	2	5
O=C1CN(C(=O)COC(=O)CNC(=O)c2ccc(Cl)cc2)c2ccccc2N1	-6	-0.4	-3	21	-2	0	5	0.0	2	-1	0
O=C(NC(=S)Nc1ccc(-c2nc3ncccc3o2)cc1)c1ccccc1F	6	0.1	-3	-32	-14	1	-8	0.1	-43	-4	1
CCOC(=O)C1=C(C)N(C)C(=S)NC1c1cccc(Cl)c1Cl (stereo not drawn)	11	-0.2	3	15	1	4	2	0.2	-4	4	7
COCCNC(=S)N/N=C(\C)c1cccc([N+](=O)[O-])c1	-10	0.1	3	-25	-4	-18	-3	1.3	20	6	-1
Cc1c(NC(=O)COC(=O)Cc2ccc(Br)cc2)c(=O)n(-c2ccccc2)n1C	-10	0.5	-3	8	0	8	12	0.1	3	-5	5
Cc1ccc(/C=N/NC(=O)c2nnn(-c3nonc3N)c2CN(C)C2CCCCC2)cc1	6	-0.3	1	8	-2	-6	-13	-0.5	-42	18	-4
NS(=O)(=O)c1ccc(NC(=O)Nc2ccc(C(F)(F)F)cc2)cc1	11	0.4	-2	14	8	-3	-2	0.4	-17	-13	.
c1cnn2c(-c3ccc4c(c3)CCO4)cnc2c1	-151	4.4	.	-143	-117	-37	-3	0.1	42	48	.
Cc1ccc(-n2c(CSc3nc(C)cc(C)n3)nnc2SCC(=O)NCc2ccco2)cc1	12	0.9	-1	10	8	-4	-2	0.0	-7	-8	4
Cc1c(CCC(=O)N[C@@H](CC(C)C)C(=O)O)c(=O)oc2c(C)c3oc4c(c3cc12)CCCC4	-12	-0.7	-4	31	-6	-2	8	0.0	37	2	4
COc1cc(C(=O)O)ccc1O	0	-1.2	4	14	-12	-11	13	-0.1	1	-23	1
COc1ccc(CNC(=O)CN2C(=O)CSc3ccc(S(=O)(=O)N4CCOCC4)cc32)cc1	4	0.6	-2	8	9	1	-9	-0.4	-3	-1	7
CC(C)CNS(=O)(=O)c1ccc(CCC(=O)O)cc1	-1	-0.2	2	16	3	-13	1	0.0	10	2	-4
O=S(=O)(c1cccc2cccnc12)N1CCN(Cc2ccccc2)CC1	14	0.0	-6	21	3	6	-9	0.0	6	0	5
O=C(c1ncc[nH]1)c1ccco1	-8	0.4	-3	3	-3	-7	-12	-0.1	10	13	-4
O=C(Cc1ccc(Cl)cc1)N/N=C/c1c(Cl)cccc1Cl	-15	3.9	-2	-19	-30	-8	2	0.8	-46	0	0
Cc1nn(C)cc1CN(C)S(=O)(=O)c1cccc([N+](=O)[O-])c1	17	-1.7	0	5	4	7	-3	0.7	5	7	-4
CC(=O)CSc1nc2c(c(=O)[nH]c(=O)n2C)n1Cc1ccccc1Cl	17	0.3	2	19	-7	-1	-21	0.0	3	26	4
O=C(c1cccc(C(F)(F)F)c1)C1CCCN(C(=O)c2cc(C3CC3)[nH]n2)C1 (stereo not drawn)	4	0.0	0	-19	19	-4	4	0.5	18	13	5
Cc1ccc(CC(=O)N/N=C/c2ccc3c(c2)OCO3)cc1	-173	-0.7	-1	-204	-14	-11	-4	0.1	-10	-7	-28
COC1C(CO)OC(n2c3c(Cl)cccc3c3c4c(c5c6cccc(Cl)c6[nH]c5c32)C(=O)NC4=O)C(O)C1O (stereo not drawn)	28	-2.2	.	34	20	0	-36	-0.4	0	-94	86*
S=c1nc(-c2ccccc2)n(CCN2CCOCC2)c2c1CCCC2	4	4.6	0	-28	11	-9	5	-0.3	-43	-5	-4
COc1ccc(NC(=O)COc2ccc3c(c2)OCO3)cc1	-95	0.7	-1	-91	10	-4	8	0.1	7	-15	-6
CC1CCOC2(O1)C(=O)N(CN1CCN(c3cccc(Cl)c3)CC1)c1ccccc12 (stereo not drawn)	12	-2.1	4	17	-7	20	-3	0.1	14	-13	6
Cc1cccc(NC(=O)C2CCN(S(=O)(=O)c3ccc4c(c3)OCCO4)CC2)n1	9	-0.3	3	1	-17	-9	-10	-0.4	13	5	10
CN(C)C(=O)CCC(=O)N1CCCC(N2CCN(c3cccc(C(F)(F)F)c3)CC2)C1 (stereo not drawn)	0	-0.1	2	4	-34	-4	-6	0.0	-8	-1	-1
C[C@@H]1CCCCO[C@@H](CN(C)C(=O)Cc2ccccc2)[C@@H](C)CN([C@H](C)CO)C(=O)c2cc(N(C)C)ccc2O1	-4	-2.1	.	10	-17	15	-15	-0.1	4	4	.
Cc1cccc(C)c1-n1nnnc1C1c2ccccc2C(=O)N1CCc1ccc(O)cc1 (stereo not drawn)	.	-0.2	.	0	20	.	.	0.9	-28	.	.
